From PubChem BioAssay
FBW7 act: FBW7 E3 ligase activators, primary screen, biochemical, AlphaScreen, human | AlphaScreen FBW7–phospho-cyclin E peptide binding, activator screen | normalized activity (activation), % at 26.1 µM | hit rate 0.13% among 650,000; in the data active = normalized activity above about 1.9%;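 note: purified mutant Fbw7 with reduced substrate affinity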
Target sequence (Q969H0 whole entry, looked up): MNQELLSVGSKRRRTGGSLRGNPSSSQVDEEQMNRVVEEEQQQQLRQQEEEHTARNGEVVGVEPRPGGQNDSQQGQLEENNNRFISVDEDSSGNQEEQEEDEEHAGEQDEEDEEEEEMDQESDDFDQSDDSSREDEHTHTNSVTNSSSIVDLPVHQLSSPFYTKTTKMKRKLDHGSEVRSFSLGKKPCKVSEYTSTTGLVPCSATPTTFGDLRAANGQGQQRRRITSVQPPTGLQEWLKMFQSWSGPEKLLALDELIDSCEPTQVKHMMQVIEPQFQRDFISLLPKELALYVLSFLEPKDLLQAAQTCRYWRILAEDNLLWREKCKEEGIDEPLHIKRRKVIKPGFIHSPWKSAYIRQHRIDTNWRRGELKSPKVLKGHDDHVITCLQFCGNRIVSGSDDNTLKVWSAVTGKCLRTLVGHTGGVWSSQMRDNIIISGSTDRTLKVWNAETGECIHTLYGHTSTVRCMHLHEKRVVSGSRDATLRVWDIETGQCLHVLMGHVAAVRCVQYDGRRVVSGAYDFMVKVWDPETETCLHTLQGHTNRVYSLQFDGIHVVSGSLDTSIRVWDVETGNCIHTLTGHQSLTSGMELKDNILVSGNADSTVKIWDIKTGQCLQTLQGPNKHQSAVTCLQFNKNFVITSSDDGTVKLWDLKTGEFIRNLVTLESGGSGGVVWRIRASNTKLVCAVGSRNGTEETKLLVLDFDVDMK
GPR151 activ: activators of human GPR151, primary screen, cell-based, PathHunter beta-arrestin, luminescence | PathHunter beta-arrestin GPR151 cells | G-protein coupled receptor 151 (Homo sapiens), Q8TDV0 | activation, % at 11.2 µM | hit rate 1% among 650,000; in the data active = activation above about 4.9%;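 note: 0% = median of compound wells and 100% = cells with positive control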
Target sequence (Q8TDV0 whole entry, looked up): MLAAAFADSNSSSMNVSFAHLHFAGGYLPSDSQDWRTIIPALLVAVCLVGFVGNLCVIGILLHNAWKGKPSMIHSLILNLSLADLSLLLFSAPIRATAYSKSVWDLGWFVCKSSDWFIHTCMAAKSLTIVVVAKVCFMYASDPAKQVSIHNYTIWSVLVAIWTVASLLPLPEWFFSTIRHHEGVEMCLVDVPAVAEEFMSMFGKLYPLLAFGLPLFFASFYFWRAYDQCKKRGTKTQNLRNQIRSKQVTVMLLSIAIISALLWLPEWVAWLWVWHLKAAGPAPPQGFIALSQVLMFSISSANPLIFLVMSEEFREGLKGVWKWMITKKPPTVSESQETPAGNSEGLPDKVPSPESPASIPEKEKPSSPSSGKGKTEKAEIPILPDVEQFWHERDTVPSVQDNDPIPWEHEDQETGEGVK
TEAD-YAP inh: TEAD-YAP interaction inhibition, primary screen, TEAD-YAP interaction inhibitor project, luminescence, HEK-TIYL cells; TEAD-Gal4/YAP UAS-luciferase luminescence; inhibition, % at 9.12 µM; hit rate 1.4% among 640,000; AID 1259422, 2018; in the data active = inhibition above about 32%;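 note: 0% = median of test compound wells and 100% = reference inhibitor wells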
MITF primary: MITF inhibitors, primary screen, biochemical, AlphaScreen, human; inhibition, % at 2.6 µM; AlphaScreen MITF homodimerization, bead proximity signal; Microphthalmia-associated transcription factor (Homo sapiens), O75030; AID 1259374, 2018; hit rate 0.91% among 650,000; in the data active = inhibition above about 50%;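 note: 0% = vehicle wells with protein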
Active calls of the source: *.

SMILES	FBW7 act	GPR151 activ	TEAD-YAP inh	MITF primary
CCOC(=O)c1ccc(NC(=O)CC2C(=O)N(Cc3ccccc3)C(=S)N2CCc2ccc(OC)cc2)cc1 (stereo unspecified)	0.0	2.3	-2	0
COc1ccc(-c2nn(-c3ccccc3)cc2C2CC(c3ccc(C)cc3)=NN2C(=O)c2ccc(Br)o2)cc1 (stereo unspecified)	0.1	0.2	-2	13
CCOC(=O)c1sc2ncn(Cc3cccc(Br)c3)c(=O)c2c1C	0.0	-1.6	-10	11
COc1ccc(C(=O)c2ccccc2)c(OCC(=O)NC2CC2)c1	-0.1	1.3	14	0
COc1ccc(C2C(=O)N(CCc3ccccc3)CC(=O)N2C2CCCC2)cc1 (stereo unspecified)	-0.2	1.9	-4	-6
Cc1cccc(N2C(=O)/C(=C/c3cc(C)n(C)c3C)C(=O)NC2=S)c1	0.0	0.0	-8	-3
FC(F)(F)c1ccc(Cn2cnc3c(NCc4ccccc4)nc(NC4CCN(Cc5ccccc5)CC4)nc32)cc1	-0.2	-1.5	-8	9
Cc1ccc(S(=O)(=O)N(C)CCOc2ccc(Br)cc2)cc1	0.0	0.8	-8	-1
CCN1CCN(C(=O)c2c(NC(=O)c3cccs3)sc3c2CCC(C)C3)CC1 (stereo unspecified)	0.0	-0.5	-5	-10
COc1cc(C(=O)N/C(=C/c2ccccc2)C(=O)NN)cc(OC)c1OC	0.1	-0.9	4	-4
COc1cccc(NC(=O)CN(c2cccc(OC)c2)S(C)(=O)=O)c1	-0.1	-0.9	1	-3
CCSc1nc2ccc(NC(=O)c3ccccc3C(=O)N3CCCCC3)cc2s1	0.0	-0.8	-16	4
CN(Cc1ccc2c(c1)CN(C(=O)c1ccsc1)CCO2)Cc1cc(C2CC2)n[nH]1	0.0	-0.9	1	6
Cc1ccc2onc(CNC(=O)NCCC3=CCCCC3)c2c1	0.0	-1.2	-5	15
Cc1ccccc1N=c1sc(C2=c3cc(Br)ccc3=NC2=O)c(O)n1-c1ccccc1C	0.3	0.3	8	17
O=C(NNc1nc(-c2ccccc2)c2cc(Br)ccc2n1)c1ccc(F)cc1	0.0	1.5	-7	6
c1ccc(CNc2ccnc(-c3cccs3)n2)cc1	-0.1	0.9	-19	16
O=C(CCC1(Cc2ccco2)CCC(=O)N1)NCc1cc2ccccc2s1 (stereo unspecified)	-0.1	-1.0	6	-6
CN(C)c1ccc(CN(Cc2ccco2)C(=S)Nc2ccc(F)c(Cl)c2)cc1	-0.1	-0.4	-2	12
COCCN1C(=O)/C(=C\c2cc(C)n(-c3ccc(Cl)cc3)c2C)C(C(=O)OC)=C1C	0.1	-0.5	-6	15
CCC(C)NC(=O)C(Cc1ccc([N+](=O)[O-])cc1)N1C(=O)c2ccccc2C1=O (stereo unspecified)	0.1	-1.2	14	15
CCN(CC)c1nc(NCCCN2CCCC2=O)nc(Nc2nc3ccccc3n2C)n1	0.0	-0.4	10	-1
CC(C)N(C(=O)CSc1nc2ccccc2n1CC(=O)N1CCCC1)C(C)C	0.1	1.5	16	6
Cc1ccc(C(C(=O)NC(C)(C)C)N(C(=O)c2csnn2)c2ccccc2Cl)o1 (stereo unspecified)	1.2	-0.4	-8	2
COc1ccc2c(C)c(C(=O)NCC(C)O)oc2c1OC (stereo unspecified)	-0.1	-1.0	-17	17

Next records.
SMILES	FBW7 act	GPR151 activ	TEAD-YAP inh	MITF primary
N=c1oc2ccc([N+](=O)[O-])cc2cc1C(=O)Nc1ccc(F)cc1	0.1	-1.3	6	12
Cc1noc(C)c1S(=O)(=O)N1CCC(Cc2ccccc2)CC1	0.1	-0.4	-2	13
COc1ccc(N2C(=O)c3ccc(C(=O)Oc4ccc([N+](=O)[O-])cc4)cc3C2=O)cc1	-0.5	-1.0	-9	-14
O=C(CC(NCCc1ccccc1)C(=O)O)Nc1ccc(O)cc1 (stereo unspecified)	-0.1	0.5	4	6
CCOc1cc2[nH]c(=O)n(CCC(=O)NCCCOC(C)C)c(=O)c2cc1OCC	0.3	-0.2	1	-1
N#C/C(=C\c1ccc2c(c1)OCO2)C(=O)Nc1ccc(F)cc1	0.0	0.5	-21	9
COc1cccc(CN2CCNC(=O)C2CC(=O)N2CCN(C)CC2)c1 (stereo unspecified)	0.0	0.6	8	-8
COc1ccc2cc(C(N)=O)c(=Nc3ccccc3C)oc2c1	0.1	0.0	-11	2
CC(C)n1c2ccccc2c2nnc(SCC(=O)Nc3ccc(OC(F)(F)F)cc3)nc21	0.4	0.6	14	8
O=C(Nc1ccon1)c1cnc2sccn2c1=O	-0.1	0.0	-6	-7
Cc1cc(C)nc(NC2=NCC(=O)N2c2ccc(F)cc2)n1	-0.2	0.0	-3	-8
COc1ccc(C(=O)NC(=S)NCc2ccco2)cc1	-0.1	-0.7	2	9
Cc1nc2c(-c3ccc(F)cc3)c(C)nn2c(C)c1CC(=O)O	0.0	0.5	3	4
OCCOc1ccc(CN2CCN(Cc3ccc(F)c(F)c3)C(CCO)C2)cc1 (stereo unspecified)	0.1	6.8*	8	15
CN(Cc1ccccc1)C(=O)Cc1ccc(Cl)cc1	0.6	-0.6	-2	1
O=C(CSc1nc(-c2ccc(Cl)cc2)cs1)NNC(=O)c1ccco1	1.1	-1.7	-4	20
NC(=O)c1ccccc1Nc1cc(NC(=O)Cc2ccc3c(c2)OCO3)ncc1C(F)(F)F	0.6	-0.6	100*	18
CN1CCN(C(=O)c2ccc(-c3cnc4c(n3)[nH]c(=O)n4-c3ccccc3)cc2)CC1	-0.2	0.3	5	10
COc1ccc(Cl)cc1S(=O)(=O)NCc1ccco1	0.0	0.0	11	12
Cc1ccc(C2C3=C(CC(C)(C)CC3=O)N(CCO)C3=C2C(=O)CC(C)(C)C3)cc1	0.2	1.4	12	-7
CC(=O)Oc1ccc2c(=O)c(-c3cc4ccccc4o3)coc2c1	-0.1	-6.3	8	8
Cc1ccc(C)c(-n2nnnc2SCC(=O)N2CCc3ccccc32)c1	0.1	-0.1	0	-1
O=C(CSc1nnc(Nc2ccccc2)s1)c1ccc2c(c1)OCO2	0.0	-1.1	-13	9
Cc1noc(NS(=O)(=O)c2ccc(N/C=C3\CCCCC3=O)cc2)c1C	1.3	0.7	-5	21
C=CCSc1nnc(C)c(=O)[nH]1	0.1	0.2	-4	-3

Continuation:
SMILES	FBW7 act	GPR151 activ	TEAD-YAP inh	MITF primary
CN(CC(=O)Nc1ccc(F)cc1F)S(=O)(=O)c1ccc2c(c1)CCC(=O)N2	0.2	-1.0	-4	0
C/C(=N\Nc1ccc(C(F)(F)F)cc1[N+](=O)[O-])c1ccccn1	0.1	-1.1	11	4
C=CCc1ccc(OCCOc2ccc(/C=C3/C(=N)N4N=C(CCCC)SC4=NC3=O)cc2)c(OC)c1	-0.2	0.8	-6	2
COCCCNC(=O)c1cc2c(=O)[nH]c3ccccc3c2n1C	0.1	-0.5	-2	12
O=C(NCCNc1ccc(Nc2cccnc2)nn1)c1cccc(F)c1	-0.2	0.2	4	-6
CC(/C=N/NC(=O)c1ccco1)=N\NC(=O)c1ccco1	0.0	-1.0	-46	6
COCCN1C(=O)/C(=C\c2ccc(C(C)C)cc2)C(C(=O)OC)=C1C	-0.1	-0.7	-2	6
CCOC(=O)c1ccc(NC2C=CC(=O)C2Nc2ccc(C(=O)OCC)cc2)cc1 (stereo unspecified)	-0.2	-0.4	2	-3
O=S(=O)(Nc1ccccc1)c1ccc(NS(=O)(=O)c2cccs2)cc1	1.0	-0.3	9	13
CCC(C)c1ccccc1OCCCCNCCOC (stereo unspecified)	0.0	-0.6	10	37
CCC(C)NC(=O)CCCn1nnc2ccccc2c1=O (stereo unspecified)	0.3	0.1	-7	9
C[C@@H](c1ccccc1)n1c(=O)[nH]c2nc(-c3cnn(C)c3)cnc21	-0.2	-0.1	-3	1
Cc1ccc2c(c1)-c1c(cnn1CC(=O)NCCCN1CCC(C)CC1)CO2	0.3	-0.7	0	9
CN1C(=O)CCC12CCN(C(=O)Cc1cc(F)ccc1F)CC2	0.1	0.5	4	3
O=C(O)c1cc(-n2cnnc2)ccc1Cl	0.0	-0.1	-15	-16
CCCCOc1ccc(C(=O)NCC(=O)OC2CCOC2=O)cc1 (stereo unspecified)	0.1	-1.8	3	-11
CCNc1c(NS(=O)(=O)c2ccc(F)c(C)c2)c(=O)oc2ccccc12	-0.1	-1.6	-3	-6
Cc1cccc2c(=O)c(C(=O)NCCN(C)C)c[nH]c12	0.0	0.6	-1	-2
CC(C)n1c(=O)c2oc3ccccc3c2n(CC(=O)Nc2ccccc2Cl)c1=O	0.0	-0.4	6	1
O=C(CCc1ccccc1)NNC(=O)c1ccc(F)cc1	-0.1	1.9	2	-2
COC(=O)c1ccc(CNC(=S)Nc2ccccc2)cc1	-0.2	0.3	-7	-9
O=C(Nc1nc(-c2cccs2)cs1)c1cc2ccccc2oc1=O	0.0	-0.4	-2	14
CCOC(=O)C1=C(C)N=c2s/c(=C\c3ccc(-c4cc([N+](=O)[O-])ccc4C)o3)c(=O)n2C1c1ccc2c(c1)OCO2 (stereo unspecified)	-0.1	0.4	-15	0
COC(=O)c1cccc(C(=O)N2CCCC(CCC(=O)N(C)CCc3ccccn3)C2)c1 (stereo unspecified)	-0.2	-1.3	-1	-2
COc1cccc(/C=N/NC(=O)c2ccco2)c1	0.0	-3.4	-51	10

Reformatted: results already given.
Order of results: FBW7 act	GPR151 activ	TEAD-YAP inh	MITF primary
- CN1C(=O)CCC12CCN(C(=O)Cc1cc(F)ccc1F)CC2
→ 0.1	0.5	4	3
- O=C(O)c1cc(-n2cnnc2)ccc1Cl
→ 0.0	-0.1	-15	-16
- CCCCOc1ccc(C(=O)NCC(=O)OC2CCOC2=O)cc1 (stereo unspecified)
→ 0.1	-1.8	3	-11
- CCNc1c(NS(=O)(=O)c2ccc(F)c(C)c2)c(=O)oc2ccccc12
→ -0.1	-1.6	-3	-6
- Cc1cccc2c(=O)c(C(=O)NCCN(C)C)c[nH]c12
→ 0.0	0.6	-1	-2
- CC(C)n1c(=O)c2oc3ccccc3c2n(CC(=O)Nc2ccccc2Cl)c1=O
→ 0.0	-0.4	6	1
- O=C(CCc1ccccc1)NNC(=O)c1ccc(F)cc1
→ -0.1	1.9	2	-2
- COC(=O)c1ccc(CNC(=S)Nc2ccccc2)cc1
→ -0.2	0.3	-7	-9
- O=C(Nc1nc(-c2cccs2)cs1)c1cc2ccccc2oc1=O
→ 0.0	-0.4	-2	14
- CCOC(=O)C1=C(C)N=c2s/c(=C\c3ccc(-c4cc([N+](=O)[O-])ccc4C)o3)c(=O)n2C1c1ccc2c(c1)OCO2 (stereo unspecified)
→ -0.1	0.4	-15	0
- COC(=O)c1cccc(C(=O)N2CCCC(CCC(=O)N(C)CCc3ccccn3)C2)c1 (stereo unspecified)
→ -0.2	-1.3	-1	-2
- COc1cccc(/C=N/NC(=O)c2ccco2)c1
→ 0.0	-3.4	-51	10

Additional records:
SMILES	FBW7 act	GPR151 activ	TEAD-YAP inh	MITF primary
CC(C)(C)c1ccccc1OCC(=O)Nc1nccs1	0.0	-1.0	5	-13
CC(C)OC(=O)c1ccc(N2C(=O)C3C4C=CC(C4)C3C2=O)cc1 (stereo unspecified)	0.0	-1.2	-35	12
COc1cccc(C(=O)N/N=C/c2ccc([N+](=O)[O-])cc2)c1	-0.1	1.4	0	3
OCC1(Cc2cccc(Cl)c2)CCCN(C2CSCCSC2)C1 (stereo unspecified)	0.1	0.7	-16	-16
Cc1cc(C(=O)Nc2cc(Cl)ccc2O)on1	0.0	10*	-29	6
CCOC(=O)c1ccc(NC(=O)COc2ccc(CNCCO)cc2OCC)cc1	-0.2	0.0	14	-15
Cc1cc(NC(=O)Cc2ccccc2)ccc1-c1cc2ccccc2oc1=O	-0.1	-0.5	54*	-5
Cc1ccc(-c2nc(CSCC(=O)N3CCC(C(N)=O)CC3)c(C)o2)cc1	-0.1	0.2	11	11
C=CCNc1ccc(N2C(=O)CC(C)C2=O)cc1[N+](=O)[O-] (stereo unspecified)	-0.1	-1.0	-1	-2
CCOc1cc(/C=C2\C(=O)NC(=O)N(C(C)(C)C)C2=O)ccc1O	-0.1	0.4	3	12
Cn1c(Cc2csc(N)n2)nnc1SCC(=O)NC1CCCCC1	0.0	1.0	-4	16
CCOC(=O)c1c(NC(=O)c2c(-c3ccccc3Cl)noc2C)sc2c1CCC(C)C2 (stereo unspecified)	-0.1	0.4	-1	2
CCN(CC)S(=O)(=O)c1ccc(C(=O)NCCN(C)C)cc1	-0.2	0.2	-4	-10
COc1ccc(OC)c(C2CC(c3ccc(OC)c(OC)c3)=NN2C(=O)c2ccccc2Cl)c1 (stereo unspecified)	-0.1	1.6	-8	4
O=C(OCCN(C1=NS(=O)(=O)c2ccccc21)c1ccccc1Cl)c1ccccc1F	-0.1	-0.7	6	8
O=C1NN(c2ncnc3sc4c(c23)CCCC4)C(=O)c2cccc3cccc1c23	-0.2	0.7	4	4
CC1CCCCC1NC(=O)c1ccc2nc(-c3cccs3)c(-c3cccs3)nc2c1 (stereo unspecified)	-0.3	0.7	15	2
Cc1ccccc1OC(C)C(=O)NC1CCCCC1 (stereo unspecified)	0.7	-1.1	-13	13
O=C(Nc1ccc(SC(F)F)cc1)C1=NCCN1	-0.2	2.8	-2	5
Cc1cc(OCC(=O)NC2CCCC2)ccc1Cl	0.0	0.2	-30	-14
COC1CCC(C(=O)NCc2nc(-c3ccc(C)cc3)n[nH]2)CC1 (stereo unspecified)	0.2	-0.8	3	29
CC(=O)Nc1nnc(SCc2cc(=O)c(OC(=O)c3ccco3)co2)s1	0.4	-0.7	1	26
CCc1nc2sc(C(c3cccc(OC)c3)N3CCC4(CC3)OCCO4)c(O)n2n1 (stereo unspecified)	-0.2	-0.6	0	-1
